FN deposit inh: inhibitors of fibronectin matrix deposition, primary screen, AH1F cells, Alexa488-fibronectin fluorescence, plate reader | AH1F fibroblasts, overnight | inhibition, % at 12.6 µM | 350,000 compounds, 0.086% hits | AID 743247, 2014;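 active = mean inhibition across replicates of 30% or more, regardless of how many single replicates reach that level; inconclusive = mean under 30% yet at least half of replicates reach 30%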;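 note: positive control wells lacked labelled fibronectin entirely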
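material = AH1F fibroblast monolayer depositing Alexa488-labelled fibronectin into matrix | amount = 10000 AH1F cells/well | buffer or medium = DMEM plus 2% serum, read in PBS | incubation = 1 h cell adhesion before compound, then overnight fibronectin incubation | detection = fluorescence at 485 nm excitation, 525 nm emission | evaluation = percent inhibition as loss of matrix-bound fibronectin fluorescence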
Statin myotox sup: suppressors of statin myotoxicity in C2C12 myotubes, primary screen, cell-based, single point, plate reader. C2C12 myotubes + simvastatin, ATP luminescence, 48 h; scaled: DMSO 0, geranylgeraniol control 100. rescue of ATP level, % at 7.49 µM. 330,000 compounds, 0.78% hits;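 active = mean ATP rescue above about 67%, or every replicate alone reaching that limit, limit read from the data, passing the limit was not always enough; inconclusive = no clear call, values can overlap the other calls; inactive = mean under the limit and some replicate under it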;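 note: myotubes were challenged with 10 µM simvastatin during compound exposure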
CASP6 VEID inh: human caspase-6 inhibitors, primary screen, biochemical, VEID-R110 fluorescence, single point, set 2; P55212; 350,000 compounds, 0.53% hits; inhibition, % at 12.5 µM; purified caspase-6, Z-VEID-R110 cleavage fluorescence;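 active = mean inhibition across replicates at least about 35%, with every replicate also reaching that limit, limit read from the data; inconclusive = only one of the two criteria met; inactive = neither criterion met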;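 note: 0% = median of neutral control wells and 100% = no fluorescence left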
Target sequence (P55212 24-179 limits assumed): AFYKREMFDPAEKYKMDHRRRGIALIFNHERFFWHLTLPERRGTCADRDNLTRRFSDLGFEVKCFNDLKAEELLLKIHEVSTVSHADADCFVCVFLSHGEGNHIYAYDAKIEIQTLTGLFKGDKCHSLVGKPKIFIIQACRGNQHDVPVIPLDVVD
Target sequence (P55212 194-293 limits assumed): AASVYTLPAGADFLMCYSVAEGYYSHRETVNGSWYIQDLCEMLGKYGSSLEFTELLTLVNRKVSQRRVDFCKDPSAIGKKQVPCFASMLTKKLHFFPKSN
LGR2 antag: inhibitors of bursicon-induced LGR2 CRE-luciferase signal, primary screen, cell-based, HEK293, CRE-luciferase reporter, bursicon stimulation; bursicon-stimulated, 4 h; inhibition, % at 9.99 µM; 380,000 compounds, 0.35% hits; AID 720647, 2013;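 active = drop in luminescence signal, shown as inhibition above about 50% in the replicate tests, limit read from the data, passing the limit was not always enough; inconclusive = probably only some replicates passing the limit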;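 note: agonist challenge used bursicon conditioned medium at about half maximal strength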
SIRT5 block: SIRT5 desuccinylase inhibitors, primary screen, biochemical, fluorescence imaging, single point, set 5. NAD-dependent protein deacylase sirtuin-5, mitochondrial (Homo sapiens), Q9NXA8. Purified SirT5, succinyl-peptide AMC, trypsin-coupled fluorescence. inhibition, % at 15 µM. 330,000 compounds, 1.1% hits. AID 652115, 2013; in the data active = inhibition above about 15%; inconclusive = no clear call, values can overlap the other calls
Target sequence (Q9NXA8 whole entry, looked up): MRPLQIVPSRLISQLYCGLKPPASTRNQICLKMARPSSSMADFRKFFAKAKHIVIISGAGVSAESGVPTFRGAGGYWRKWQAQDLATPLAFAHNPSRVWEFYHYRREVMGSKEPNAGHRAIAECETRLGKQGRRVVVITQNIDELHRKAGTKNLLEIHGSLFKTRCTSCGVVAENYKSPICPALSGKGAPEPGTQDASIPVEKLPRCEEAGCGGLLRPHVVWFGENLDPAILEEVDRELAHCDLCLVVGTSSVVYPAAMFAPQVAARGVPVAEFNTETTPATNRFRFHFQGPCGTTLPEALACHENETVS
S100A4 MyoIIA: inhibitors of S100A4-myosin IIA peptide binding, primary screen, biochemical, fluorescence polarization, TAMRA-MyoIIA peptide; Protein S100-A4 (Homo sapiens), P26447; inhibition, % at 10.7 µM; 360,000 compounds, 0.14% hits;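 active = mean inhibition of at least 70% across replicates, with every replicate also reaching that level; inconclusive = mean inhibition reaches 70% but some replicates fall short; inactive = mean inhibition below 70%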
Target sequence (P26447 whole entry, looked up): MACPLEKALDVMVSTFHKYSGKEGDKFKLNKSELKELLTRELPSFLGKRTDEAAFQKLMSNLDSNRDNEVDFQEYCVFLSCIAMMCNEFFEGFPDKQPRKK
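Compound dosing: one dose per compound; test system: human S100A4 monomer with TAMRA-labelled myosin IIA peptide; probe or stimulus: TAMRA-labelled myosin IIA heavy-chain peptide probe, 5 nM; medium: HEPES buffer with Ca2+, pH 7.2; schedule: 5 min incubation before reading; benchmarks: neutral control DMSO, positive control TFP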
esBAF inh: Bmi1 luciferase reporter increase in mESCs, primary screen, esBAF inhibitor project, mouse ES cells, Bmi1 luciferase knock-in, single point; 350,000 compounds, 2% hits; 24 h; 100% = twice the neutral-well signal; reporter increase, % at 12.5 µM; in the data active = activation above about 40%; inconclusive = no clear call, values can overlap the other calls;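 note: 0% = median of the plate's neutral control wells and 100% = double that signal; a rise in the Bmi1 reporter signal indicates esBAF inhibition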
Starred values were filed as active, the others as inactive; ? = inconclusive; . = no result given; & = joins results of further samples. Some of the compounds tested; rates above refer to the full screens.

mol | FN deposit inh | Statin myotox sup | CASP6 VEID inh | LGR2 antag | SIRT5 block | S100A4 MyoIIA | esBAF inh
O=C(Nc1ccc(F)cc1)N1CC(=O)N2[C@@H](CO)[C@@H](c3ccc(C4=CCCC4)cc3)[C@@H]2C1 | 3 | . | 1 | -1 | -1 | -1 | .
CCO[C@H]1OC(C(N)=O)=C[C@@H](C2CCCCC2)[C@@H]1CCCO | 2 | -9 | 4&-2 | -11 | 1&11 | 7&-2 | -4
N#Cc1nc(-c2ccccc2F)oc1NCc1cccc2c1OCO2 | . | 18 | 5 | 1 | 1 | 0 | 0
COc1ccccc1C1CCN(C(=O)c2ccccc2)CC1 | -2 | 1 | 1 | -1 | -1 | -2 | 7
N/C(CN1CCCC1=O)=N\OC(=O)c1ccccc1Cl | 6 | 11 | . | . | . | . | 33
O=C1CCC(=O)N(c2ccccc2)N1 | 3 | -6 | -3 | -10 | 1 | -6 | 3
COc1ccc(-n2c(=O)c3ccccc3n(CC(=O)NC3CCCC3)c2=O)c(OC)c1 | 7 | 6 | . | . | . | . | 8
CCC(=O)N1CC2(C1)[C@H](c1ccc(-c3cccc(OC)c3)cc1)[C@@H](CO)N2C(C)=O | . | . | 3 | 1 | -3 | 5 | .
COCC(=O)N1CC2(CN(Cc3cccnc3)C2)c2c(n(C)c3cc(OC)ccc23)[C@@H]1CO | . | . | -4 | 12 | -2 | 8 | .
C[C@@H]1CN([C@H](C)CO)C(=O)c2cc(/C=C/c3ccccc3)cnc2O[C@@H]1CN(C)C(=O)C1CCOCC1 | . | 14 | 1 | -8 | -15 | -17 | 1
Cc1noc(C)c1NC(=O)N(C)C[C@@H]1OCc2cnnn2CCCC(=O)N([C@@H](C)CO)C[C@@H]1C | -6&2 | -1&12 | 2&1 | -7&-16 | -2&-1 | 22&0 | 2&3
COc1cccc2sc(=NC(=O)CS(=O)(=O)c3ccccc3)n(C)c12 | -19 | -10 | -2 | -13 | 3 | -14 | 31
COc1ccc(NC(=O)N(C)C[C@H]2OCc3ccccc3-c3ccccc3C(=O)N([C@@H](C)CO)C[C@H]2C)cc1 | -2 | -9 | 2 | -21 | -6 | 1 | 1
Cc1cnc(CNC(=O)c2ccc3sc([C@@H]4O[C@H](CO)[C@H](O)[C@H](O)[C@H]4O)nc3c2)cn1 | 2 | 0 | -2 | -2 | . | -3 | -5
Cc1ccc(NC(=O)C2CCCN(C(=O)NCc3ccccc3)C2)c(C)c1 (stereo not drawn) | 1 | 4 | 1 | -4 | -7 | 0 | -2

mol | FN deposit inh | Statin myotox sup | CASP6 VEID inh | LGR2 antag | SIRT5 block | S100A4 MyoIIA | esBAF inh
Cc1ccc(S(=O)c2ccc([N+](=O)[O-])c3nonc23)cc1 (stereo not drawn) | -4 | 0 | 91* | 0 | 15* | -6 | -2
Cc1nnc(N2C(=O)C(=O)/C(=C(/O)c3ccc4c(c3)CC(C)O4)C2c2ccccc2F)s1 (stereo not drawn) | 1 | 5 | 2 | 0 | 3 | -12 | 3
O=C(c1ccccn1)N1CC2(C1)[C@@H](c1ccccc1)[C@H](CO)N2C(=O)CC1CC1 | . | . | -2 | 3 | -1 | -7 | .
COc1ccccc1C(=O)Nc1ccc2c(c1)C(=O)N(C)[C@@H]1CC[C@H](CC(=O)NCCc3ccncc3)O[C@@H]1CO2 | -10 | 18 | -3 | 5 | -1 | -4 | -1
COc1cccc(C(C)(O)c2nc(-c3cncnc3)cs2)c1 (stereo not drawn) | -15 | 3 | -2 | 9 | 2 | -2 | -3
CNC[C@H]1Oc2c(NC(=O)Nc3ccccc3)cccc2C(=O)N([C@H](C)CO)C[C@H]1C | -15 | 23 | 0 | -2 | 0 | -1 | -2
CC1(C)OC(=O)C(=NNc2ccc(C(=O)O)cc2)C(=O)O1 | 5 | 7 | -4 | 9 | 7 | 6 | -14
Cc1cc2cc(CNC(=S)Nc3ccc(OC(F)(F)F)cc3)ccc2[nH]1 | -5 | -33 | -4 | 5 | . | 14 | -10
Cc1noc(C)c1NC(=O)Nc1ccc2c(c1)C(=O)N([C@H](C)CO)C[C@@H](C)[C@H](CN(C)S(=O)(=O)c1cn(C)cn1)OCCCC[C@H](C)O2 | . | . | 0 | 6 | 2 | 6 | 2
O=C(c1cccc(C(F)(F)F)c1)C1CCCN(C(=O)CCc2cnccn2)C1 (stereo not drawn) | 4 | 1 | 1 | -13 | -5 | -6 | 2
C#CCNC(=O)C[C@@H]1C[C@@]2(C(=O)OCC)CCCC=C2N(Cc2cccc3ccccc23)C1=O | -8 | . | 4 | 6 | 2 | 1 | .
CCc1noc(C)c1C(=O)N1CCCC(N2CCN(c3cccc(Cl)c3)CC2)C1 (stereo not drawn) | 2 | -5 | 2 | 6 | -3 | -1 | -5
COc1cccc(CNC(=O)CCCn2c(=S)[nH]c3cc4c(cc3c2=O)OCO4)c1 | 4 | 32 | 1 | 8 | 1 | 1 | 10
COc1ccccc1S(=O)(=O)N1C[C@H](O)COC[C@@H]2O[C@H](CC(=O)O)CC[C@H]21 | -10 | -3 | -1 | -13 | 1 | 3 | 3
O=C(N[C@H]1CC[C@@H](CCn2cc(-c3ccccc3)nn2)O[C@H]1CO)c1ccccc1F | -1 | 0 | 2 | -1 | 0 | -1 | 16

mol | FN deposit inh | Statin myotox sup | CASP6 VEID inh | LGR2 antag | SIRT5 block | S100A4 MyoIIA | esBAF inh
Cc1cccn2cc(-c3cccc(NC(=O)c4cccs4)c3)nc12 | 12 | . | -2 | 1 | 1 | -3 | .
COc1ccc(S(=O)(=O)Nc2ccc3c(c2)C(=O)N([C@H](C)CO)C[C@H](C)[C@H](CN(C)C)OCCCC[C@@H](C)O3)cc1 | -3 | 17 | -5 | 14 | 5 | -5 | 0
CC1Cc2ccccc2N1C(=O)Cc1cccs1 (stereo not drawn) | -16 | -3 | 0 | -16 | 0 | -4 | -1
C[C@@H]1CN([C@@H](C)CO)C(=O)Cc2cc(NC(=O)C3CC3)ccc2O[C@@H]1CN(C)Cc1ccc(C(F)(F)F)cc1 | . | 16 | -1 | 3 | 15 | -11 | 1
CN(C)c1ccc(-c2cccc(C3CC=CC4C3C(=O)N(Cc3ccccc3)C4c3ccc4ccccc4c3)c2)cc1 (stereo not drawn) | -7 | -8 | 3 | -7 | . | -22 | 13
COc1ccc(CNC(=O)C[C@H]2C=C[C@H](NS(=O)(=O)c3cccc(OC)c3)[C@H](CO)O2)cc1 | . | . | -2 | 3 | 6 | -51 | .
Cc1ccc(S(=O)(=O)N(C)C[C@H]2OCCCC[C@H](C)Oc3ccc(NC(=O)NC(C)C)cc3C(=O)N([C@H](C)CO)C[C@H]2C)cc1 | -1 | . | 1 | -8 | -8 | -5 | 1
COC(=O)[C@@]1(Cc2ccc(OC)cc2)[C@H]2c3cc(C(=O)N4CCCC4)n(Cc4ccc(S(C)(=O)=O)cc4)c3C[C@H]2CN1C(=O)c1ccccc1 | -7 | . | 2 | 3 | -2 | 10 | .
COC(=O)c1sc2nc(SCc3ccccc3C#N)n(N)c(=O)c2c1C | 2 | . | 1 | 26 | . | 0 | .
C[C@H](CO)N1C[C@H](C)[C@H](CN(C)Cc2ccc(-c3ccccc3)cc2)Oc2c(NC(=O)c3nc4ccccc4s3)cccc2C1=O | . | . | -6 | -1 | 6 | -30 | 5
C=CCS/C(N)=N\N=C\c1c(O)ccc2ccccc12 | 12 | -14 | 0 | -103 | -2 | 11 | ?
CCOc1ccc(CCNC(=O)c2ccc(F)c(S(=O)(=O)N3CCOCC3)c2)cc1OCC | -3 | . | 0 | -7 | -3 | -1 | .
CC=Cc1ccc2n(c1=O)C[C@H]1[C@H](CO)[C@@H](C(=O)NCCc3ccncc3)N(Cc3cncnc3)[C@@H]21 (mixture of isomers) | . | -18 | 2 | -1 | 0 | 1 | 4
C[C@@H]1CN([C@@H](C)CO)C(=O)Cc2cc(NC(=O)CCN3CCOCC3)ccc2O[C@H]1CN(C)S(=O)(=O)c1ccccc1 | . | -6 | -1 | 1 | -5 | 2 | -7
O=C(c1cc(COc2ccc(F)cc2Cl)on1)N1CCCCCCC1 | 0 | -3 | 1 | -22 | 1 | 7 | 25

Next section; the last two above are carried over.
mol | FN deposit inh | Statin myotox sup | CASP6 VEID inh | LGR2 antag | SIRT5 block | S100A4 MyoIIA | esBAF inh
C[C@@H]1CN([C@@H](C)CO)C(=O)Cc2cc(NC(=O)CCN3CCOCC3)ccc2O[C@H]1CN(C)S(=O)(=O)c1ccccc1 | . | -6 | -1 | 1 | -5 | 2 | -7
O=C(c1cc(COc2ccc(F)cc2Cl)on1)N1CCCCCCC1 | 0 | -3 | 1 | -22 | 1 | 7 | 25
CO[C@@H]1CN(C)C(=O)c2ccc(NC(C)=O)cc2OC[C@H](C)N(Cc2ccccc2C(=O)O)C[C@H]1C | 14 | 3 | 1 | 6 | -5 | 6 | 0
CCC(=O)N(C)C[C@H]1Oc2cc(C#CC3(O)CCCC3)ccc2S(=O)(=O)N([C@@H](C)CO)C[C@H]1C | . | 5 | -1 | 16 | 1 | 2 | -2
COc1ccc(C(=O)N/N=C/c2ccccc2C(=O)O)cc1OC | 4 | -12 | -2 | 12 | 1 | -3 | 3
C[C@@H]1CN([C@H](C)CO)C(=O)Cc2cc(NS(=O)(=O)c3cn(C)cn3)ccc2O[C@H]1CN(C)S(=O)(=O)c1ccccc1 | . | 6 | 0 | -5 | -3 | 12 | 5
COc1ccccc1NC(=O)N1CCC(NC(=O)C2CCCCC2)CC1 | 0 | 4 | -1 | 0 | -1 | -6 | -3
CC1Cc2cc(/C(O)=C3/C(=O)C(=O)N(CCCn4ccnc4)C3c3cccnc3)ccc2O1 (stereo not drawn) | -4 | 3 | . | . | . | . | 6
C[C@H](CO)N1C[C@H](C)[C@@H](CN(C)C(=O)c2ccncc2)Oc2ncc(C#CC3CCCCC3)cc2C1=O | 8 | -52 | -2 | 10 | -3 | 3 | 2
COCCNC(=O)C1CCCN(Cc2ccc(C#N)cc2)CC1 (stereo not drawn) | -1 | 6 | -8 | -4 | . | 0 | -5
CCOC(=O)NC(=O)CSc1nc2ccccc2[nH]1 | -7 | . | -1 | 2 | 12 | 0 | .
CCOC(=O)C1=C(N)OC2=C(C(=O)CC(C)(C)C2)C1c1cccnc1 (stereo not drawn) | 4 | -3 | . | . | . | . | -1
CCOc1ccccc1COC(=O)c1cccc(-n2cnnn2)c1 | -2 | 3 | . | . | . | . | -4
CCCn1nc(NC(=O)COC)c2cc3cc(C)ccc3nc21 | . | 6 | 1 | -47 | -5 | 4 | 15
O=C(NCC[C@@H]1CC[C@@H](NC(=O)c2cnccn2)[C@@H](CO)O1)Nc1ccc(Cl)cc1 | . | -2 | -1 | -10 | 1 | -10 | 3
COc1ccccc1NCCC(=O)OCC(=O)Nc1cccc(S(=O)(=O)N(C)C)c1 | -9 | 2 | 0 | -4 | -17 | -4 | 1
CCCS(=O)(=O)Nc1ccc(N2CCCCC2)c(S(=O)(=O)Nc2ccccc2OC)c1 | -1 | 6 | 6 | 3 | -6 | -2 | -4
CCCC#Cc1ccc([C@H]2[C@@H](CO)N3C(=O)CN(C(=O)c4ccc(F)cc4)C[C@H]23)cc1 | . | . | 1 | 8 | 1 | 2 | .

Source: PubChem
